Assay outcomes: PubChem, Broad Institute
RAD52 inh: RAD52 (human) annealing inhibition; P43351; recombinant RAD52 DNA annealing, FRET fluorescence; inhibition, % at 18.7 µM; hit rate 0.46% among 360,000; AID 651710;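 active means every replicate showing at least 50% inhibition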
S100A4 inh HTS: blocks human S100A4 binding to myosin IIA peptide. P26447. inhibition, % at 10.7 µM. hit rate 0.14% among 360,000. AID 652163. S100A4/TAMRA-MyoIIA peptide fluorescence polarization;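 active means mean inhibition of at least 70% across replicates, with every replicate also reaching that level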
Target sequence (P26447 whole entry, looked up): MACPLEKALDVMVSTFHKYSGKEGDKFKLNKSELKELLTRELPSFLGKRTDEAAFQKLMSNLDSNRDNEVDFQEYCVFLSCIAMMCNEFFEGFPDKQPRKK
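Compound dosing: one dose per compound; test system: human S100A4 monomer with TAMRA-labelled myosin IIA peptide; probe or stimulus: TAMRA-labelled myosin IIA heavy-chain peptide probe, 5 nM; medium: HEPES buffer with Ca2+, pH 7.2; schedule: 5 min incubation before reading; benchmarks: neutral control DMSO, positive control TFP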
esBAF inh: blocks esBAF chromatin remodeling in mouse ES cells. AID 602393. reporter increase, % at 12.5 µM. Bmi1-luciferase knock-in reporter, 24 h; 100% = twice the neutral-well signal. hit rate 2% among 350,000; in the data active means activation above about 40%;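 further: 0% = median of the plate's neutral control wells and 100% = double that signal; a rise in the Bmi1 reporter signal indicates esBAF inhibition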
RAD54 inh: inhibitors of human RAD54 branch migration; RAD54 Holliday junction branch migration, FAM/BHQ fluorescence; inhibition, % at 10.4 µM; hit rate 0.14% among 360,000;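 active means mean normalized replicate activity at least 40 and at least half of replicates scoring 40 or more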;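 further: 0% = median of neutral control wells and 100% = median of positive control wells; inhibitors cause a drop in the FAM fluorescence signal; in these data hits start at about 50%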
Target sequence (Q92698 whole entry, looked up): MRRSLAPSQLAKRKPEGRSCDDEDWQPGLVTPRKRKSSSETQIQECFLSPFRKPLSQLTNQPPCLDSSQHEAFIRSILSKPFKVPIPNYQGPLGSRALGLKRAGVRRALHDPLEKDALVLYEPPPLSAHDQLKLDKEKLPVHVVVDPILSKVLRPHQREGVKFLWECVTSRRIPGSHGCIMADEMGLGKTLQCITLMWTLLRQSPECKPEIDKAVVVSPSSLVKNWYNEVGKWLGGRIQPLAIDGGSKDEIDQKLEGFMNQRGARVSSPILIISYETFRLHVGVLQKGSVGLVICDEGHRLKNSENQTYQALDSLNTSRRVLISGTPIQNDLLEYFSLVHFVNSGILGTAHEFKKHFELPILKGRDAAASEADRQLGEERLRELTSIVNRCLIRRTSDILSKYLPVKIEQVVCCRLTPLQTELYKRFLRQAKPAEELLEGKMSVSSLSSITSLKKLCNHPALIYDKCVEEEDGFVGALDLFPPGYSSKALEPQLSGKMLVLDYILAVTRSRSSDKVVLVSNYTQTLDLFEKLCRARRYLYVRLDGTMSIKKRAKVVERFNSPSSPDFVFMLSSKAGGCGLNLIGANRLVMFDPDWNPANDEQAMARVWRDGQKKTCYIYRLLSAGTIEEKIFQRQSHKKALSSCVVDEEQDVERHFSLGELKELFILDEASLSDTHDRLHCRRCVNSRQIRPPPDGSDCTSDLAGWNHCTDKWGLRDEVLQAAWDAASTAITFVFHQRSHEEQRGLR
FN deposit inh: fibronectin deposition inhibition | inhibition, % at 12.6 µM | AH1F fibroblasts, Alexa488-fibronectin deposition fluorescence, overnight | AID 743247 | hit rate 0.086% among 350,000;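 active means mean inhibition across replicates of 30% or more, regardless of how many single replicates reach that level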;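 further: positive control wells lacked labelled fibronectin entirely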
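test system = AH1F fibroblasts assembling fluorescent fibronectin matrix | quantity = 10000 AH1F cells per well | buffer or medium = DMEM plus 2% serum, read in PBS | doses = single dose, pinned | incubation = 1 h cell attachment, overnight exposure to compound and label | detection = fluorescence at 485 nm excitation, 525 nm emission | read-out basis = inhibition from reduced deposited-fibronectin fluorescence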
EWS-Fli block: inhibitors of EWS/Fli oncoprotein transcriptional activity; A673 NR0B1-luciferase reporter, viability-normalised; inhibition, % at 12.6 µM; hit rate 0.67% among 350,000; AID 651661;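 active means mean inhibition of at least 50% after viability correction, with every replicate also passing that limit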;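 further: firefly luciferase signal divided by Alamar Blue viability fluorescence both relative to DMSO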
XiGFP reactiv: X-chromosome reactivation activator; XiGFP mouse fibroblasts, % GFP-positive cells imaging, 3 d; cells co-treated with 5-aza-dC sensitizer; scaled so ellipticine positive control = 100%; activation, % at 7.58 µM; hit rate 0.055% among 360,000; AID 743238;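 active means mean normalized replicate activation at least 10% and every replicate at or above 10%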;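 further: 0% = median of on-plate neutral control wells and 100% = ellipticine 6 µM median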
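Assay system – SV40-immortalized XiGFP fibroblast cells, line 68-5-11 · Buffer or medium – DMEM supplemented with 5-aza-dC as sensitizing agent · Dosing – one concentration, pinned · Benchmarks – positive control ellipticine, 6 µM final · Times – 3 days compound exposure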
E-selectin induc: E-selectin induction on HUVECs; HUVEC E-selectin immunofluorescence imaging; normalized: neutral wells 0, TNF-alpha wells 100; activation, % at 7.58 µM; hit rate 0.37% among 260,000; AID 686992;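 active means mean E-selectin-positive cell signal at least 10% of the positive control, reached in at least 60% of replicates, without over 20% cell loss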;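 further: in these data hits start at about 27%; measured in HUVEC primary endothelial cells; signal is the percent of cells scored E-selectin positive by PE staining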
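assay system = HUVEC, human umbilical vein endothelial cells | input = 3,000 HUVEC seeded per well | medium = EGM-2 growth medium on 0.1% gelatin-coated wells | dosing = one compound dose added by pin transfer | signal = immunofluorescence imaging | read-out basis = % PE-positive cells | control set = TNF-alpha, DMSO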
Active calls of the source: *; . = not tested or not shown; & = joins results of further samples.

SMILES | RAD52 inh | S100A4 inh HTS | esBAF inh | RAD54 inh | FN deposit inh | EWS-Fli block | XiGFP reactiv | E-selectin induc
Nc1ccc2nc(-c3cccs3)[nH]c2c1 | -14 | -5 | 44* | 13 | . | -35 | . | .
CCCc1c(C(=O)N/N=C/C(C)=C/c2ccco2)nnn1-c1nonc1N | -19 | 0 | 2 | -2 | -9 | . | 0.1 | .
C[C@H]1CN([C@@H](C)CO)C(=O)c2cc(NS(=O)(=O)c3ccccc3)ccc2O[C@H]1CN(C)C(=O)Nc1ccc(C(F)(F)F)cc1 | . | . | -5 | . | 3 | 15 | 0.1 | 0.2
CCCNC(=O)Nc1ccc2c(c1)C(=O)N(C)[C@H]1CC[C@@H](CC(=O)NCc3ccccc3)O[C@H]1CO2 | 8 | -6 | -3 | -13 | 10 | 2 | 0.3 | -0.1
CCC(=O)c1cn(CC(=O)O)c2ccccc12 | -12 | -3 | 1 | 3 | -3 | 4 | 0.0 | .
O=c1onc(-c2ccccc2)n1-c1cc(Cl)cc(Cl)c1 | -8 | 6 | . | 32 | -5 | -17 | 0.0 | 6.9
Cc1cc(NC(=O)CSC2=NS(=O)(=O)c3cc(Cl)ccc3N2)no1 | -3 | 5 | -1 | -5 | 16 | -1 | -0.1 | 0.1
CC(C)CC#Cc1ccc([C@H]2[C@H]3CN(C(=O)CN4CCOCC4)CC(=O)N3[C@H]2CO)cc1 | -4 | -1 | . | . | . | -13 | 0.2 | 0.4
O=C(NC(=S)N1CCN(C/C=C/c2ccccc2)CC1)c1cccnc1 | -8 | 2 | . | 5 | -2 | 21 | 0.2 | -0.2
Cc1cccn2cc(CCNC(=O)c3cccs3)nc12 | 7 | 61 | . | 4 | 13 | -19 | 0.0 | 7.0
Cc1cccc(-c2ccc([C@H]3[C@@H](CO)N4CCCCN(S(=O)(=O)c5cccs5)C[C@H]34)cc2)c1 | -5 | 8 | . | 2 | . | 15 | 0.0 | -0.8
Nc1nc2ccc(Cl)cc2cc1C(=O)NCCc1ccc(O)cc1 | -5 | -2 | . | . | 4 | 13 | 0.3 | 0.2
O=c1n(S(=O)(=O)c2cccc3cccnc23)c2ccccc2n1S(=O)(=O)c1cccc2cccnc12 | -23 | -2 | -1 | 3 | . | -28 | . | .
O=C(Nc1ccccc1F)N[C@H]1CC[C@H](CCNC(=O)C2CCOCC2)O[C@@H]1CO | 1 | 14 | -3 | -8 | -1 | 0 | 0.2 | -0.5
COc1cc(SC)ccc1C(=O)OC(C)C(=O)NC1CCCC1 (stereo unspecified) | 1 | 2 | . | . | 2 | 6 | 0.0 | -0.4
O=C(CN(C(=O)c1ccccc1)N1C(=O)CCC1=O)c1cccs1 | -10 | 2 | . | 3 | 7 | 2 | -0.1 | -0.3
C[C@@H]1CN([C@H](C)CO)C(=O)c2cc(-c3ccc(F)cc3)cnc2O[C@@H]1CN(C)C(=O)c1ccccn1 | -4 | 104 | -1 | 1 | 4 | 1 | -1.2 | 1.0
COc1ccc(S(=O)(=O)N2CCCCC2)cc1NC(=O)CCNC(=O)c1ccco1 | -5 | -2 | -4 | 6 | -5 | 3 | 0.0 | 0.5
COc1ccc2[nH]c(=O)c(CNc3cc(C)ccc3C)cc2c1 | -13 | -4 | . | . | -6 | 12 | 0.2 | 14
COc1ccc(C=C(C#N)c2ccc(OC)cc2)cc1 | -19 | -2 | 55* | -6 | -11 | -11 | 0.3 | 0.2
Cn1c(=O)[nH]c2ncccc21 | -11 | 0 | -3 | 0 | 1 | -1 | 0.0 | 2.0
O=C(NCC1(N2CCCCC2)CCCCC1)C1CC(=O)N(c2ccc3c(c2)OCCO3)C1 (stereo unspecified) | -24 | -27 | -24 | 8 | -2 | 2 | 0.0 | 0.6
COc1ccc(C(=O)Nc2nncs2)c(OC)c1 | -14 | 2 | 72* | 2 | 1 | -59 | 0.2 | 0.8
Cn1c(CNC(=O)c2ccccc2F)nnc1SCc1nc2ccccc2c(=O)[nH]1 | -1 | 9 | . | . | 24 | -21 | 0.2 | 17
Cc1cc(OCC(=O)NC(C)C)cc(C)c1Br | -10 | -7 | . | . | -2 | 5 | 0.0 | .

Rewritten with values under each structure: part of the list above
Results follow in this order: RAD52 inh, S100A4 inh HTS, esBAF inh, RAD54 inh, FN deposit inh, EWS-Fli block, XiGFP reactiv, E-selectin induc
CCC(=O)c1cn(CC(=O)O)c2ccccc12
→ -12, -3, 1, 3, -3, 4, 0.0, .
O=c1onc(-c2ccccc2)n1-c1cc(Cl)cc(Cl)c1
→ -8, 6, ., 32, -5, -17, 0.0, 6.9
Cc1cc(NC(=O)CSC2=NS(=O)(=O)c3cc(Cl)ccc3N2)no1
→ -3, 5, -1, -5, 16, -1, -0.1, 0.1

Following part
SMILES | RAD52 inh | S100A4 inh HTS | esBAF inh | RAD54 inh | FN deposit inh | EWS-Fli block | XiGFP reactiv | E-selectin induc
CCCN(C)C[C@@H]1Oc2cc(C#Cc3cccnc3)ccc2S(=O)(=O)N([C@H](C)CO)C[C@@H]1C | -22 | -3 | 8 | 5 | . | 4 | 0.5 | -0.1
C[C@@H]1CN([C@@H](C)CO)C(=O)c2cc(NC(=O)Nc3ccc(F)cc3)ccc2O[C@@H]1CN(C)Cc1ccc2c(c1)OCO2 | -17 | 3 | -5 | 5 | 18 | 11 | -1.2 | -2.0
Cc1cc(C)c2cc(C(=O)N3CCN(c4ncccc4C(F)(F)F)CC3)[nH]c2c1 | -6 | 11 | 2 | -1 | -6 | 5 | 0.1 | .
CC(c1ccccc1)N1CC(C(=O)Nc2ccc(F)cc2)CC1=O (stereo unspecified) | 2 | -2 | 0 | -9 | -3 | 3 | 0.2 | .
OCCCc1nc2ccccc2n1Cc1ccccc1 | -12 | 1 | 2 | 1 | -5 | 11 | 0.2 | 0.2
CCC(=O)N1C[C@@H](C)[C@H](OC)CN(C)C(=O)c2cc(NC(=O)c3ccno3)ccc2OC[C@@H]1C | . | . | 2 | . | -6 | -8 | 0.2 | 0.1
CC1CCN(C(=O)CSc2nnc(-c3cccnc3)o2)CC1 | -10 | -1 | 2 | -1 | -3 | -6 | 0.0 | 0.1
CC1(C(=O)NS(=O)(=O)c2ccc(C#N)cc2)CCN1C(=O)c1ccccc1CCc1ccccc1 (stereo unspecified) | -10 | -3 | 5 | -1 | -3 | -1 | 0.2 | -0.8
CC(C)NC(=O)c1cc(-c2cccs2)nc2ccccc12 | -20 | -3 | -8 | 6 | 5 | 2 | 0.0 | 0.6
Cn1nnnc1SCC(=O)NNC(=O)c1ccc(F)cc1 | -18 | 1 | 0 | -15 | -7 | 6 | 0.1 | 0.2
O=C(C[C@@H]1C=C[C@H](NC(=O)c2ccccn2)[C@H](CO)O1)NCc1cccc(F)c1 | -10 | -13 | 6 | -6 | -8 | -1 | 0.0 | -0.5
C[C@H](NC(=O)C[C@H]1C[C@H]2c3cc(NC(=O)CN(C)C)ccc3O[C@H]2[C@H](CO)O1)c1ccccc1 | 0 | 5 | -3 | 1 | -9 | 1 | 0.2 | 0.0
CN(Cc1ccccc1)C(=O)c1[nH]cnc1C(=O)Nc1nccs1 | -25 | 13 | -1 | 5 | 4 | -1 | 0.0 | 0.1
Cc1nn(C)cc1NC(=O)C[C@@H]1CC[C@@H]2[C@H](COc3ccc(NC(=O)c4cccc(F)c4)cc3C(=O)N2C)O1 | 16 | -3 | 0 | 0 | 4 | -6 | 0.1 | 0.4
CC(=O)Nc1ccc(S(=O)(=O)NCCC(=O)NCc2ccco2)cc1 | -29 | -6 | -4 | 10 | 6 | -10 | -0.1 | 0.0
COc1ccccc1-n1ccnc(SCC(=O)NCCc2ccccc2)c1=O | 2 | 1 | . | -19 | -5 | -2 | 0.0 | -0.1
O=C1COc2c1ccc(O)c2O | -8 | -5 | . | -10 | 7 | 0 | 0.0 | -0.4
COCCN(CC(=O)Nc1cc(Cl)ccc1-n1cncn1)Cc1nc2ccccc2c(=O)[nH]1 | -24 | -2 | 4 | -9 | 1 | -3 | -0.1 | .
O=C(CCN1CCCCC1)NCC[C@@H]1CC[C@@H](NS(=O)(=O)c2cccc(F)c2)[C@@H](CO)O1 | -4 | 0 | 8 | -1 | -8 | -2 | -0.6 | -0.3
CC(=O)c1cccc(OCc2cc(C(=O)NCc3nc(C)c(C)s3)no2)c1 | -13 | -2 | 48* | -9 | . | . | 0.2 | 1.2
CS(=O)(=O)N1CC(=O)N2[C@H](CO)[C@@H](c3ccc(C#CC4CCCC4)cc3)[C@@H]2C1 | -6 | -2 | . | . | . | -13 | 0.1 | 0.7
CC(=O)Oc1ccccc1Cn1c(C)c(C(=O)NCc2ccccc2C(F)(F)F)sc1=O | -19 | -9 | 9 | 8 | 2 | 5 | 0.1 | .
CCc1cc(C(=O)N2CCCC(CNC(=O)c3ccc(-c4ccccc4)cc3)C2)no1 (stereo unspecified) | -18 | -23 | . | . | -3 | -4 | 0.2 | .
Cc1ccc(NC(=O)/C=C\C(=O)NCC(=O)O)cc1 | -14 | 2 | . | . | -12 | 3 | 0.1 | .
CCCc1[nH]n(-c2nc3ccccc3s2)c(=O)c1C=NCC1CCCO1 (stereo unspecified) | -5 | 1 | 8 | 5 | 1 | . | . | .
The list goes on.
SMILES | RAD52 inh | S100A4 inh HTS | esBAF inh | RAD54 inh | FN deposit inh | EWS-Fli block | XiGFP reactiv | E-selectin induc
Cc1nnc(SCC(=O)Nc2sccc2C(N)=O)s1 | -11 | 4 | 5 | 0 | -6 | -2 | 1.5 | -0.5
O=C(C1=C[C@@H](c2ccc(Br)cc2)C[C@@H](OCc2ccc(CO)cc2)O1)N1CCOCC1 | -9&11 | -3&-36 | -1 | 1 | -7 | 3&5 | 0.1 | 0.0
CS(=O)(=O)N1CCCCN2[C@H](C1)[C@H](c1ccc(C3=CCCC3)cc1)[C@@H]2CO | . | -5 | . | 3 | . | -10 | 0.0 | -0.2
C[C@H](O)C#Cc1ccc([C@H]2[C@@H](CO)N3CCCCN(S(=O)(=O)Cc4ccccc4)C[C@@H]23)cc1 | 4 | 14 | -3 | -2 | . | -3 | 0.3 | -0.3
CCN(CC)c1ccc(C=Nc2cc(C)ccc2C)c(O)c1 | -6 | -3 | 0 | 5 | -1 | 3 | -0.2 | 1.8
CCC(SC1=NCCS1)C(=O)Nc1nnc(-c2ccccc2OC)s1 (stereo unspecified) | -15 | 3 | 1 | 6 | -9 | -7 | 0.0 | .
O=C(c1nc2ccccn2c1CN1CCCC(c2nc3ccccc3o2)C1)N1CCCC1 (stereo unspecified) | -11 | 1 | . | . | -7 | 3 | 0.2 | 0.9
COCCNc1ccc([N+](=O)[O-])cc1C(=O)Nc1cccc(C)n1 | -22 | 0 | . | . | 12 | -16 | -0.1 | 3.0
COc1ccc(/C=N/NC(=O)CC#N)cc1Oc1nc(Cl)ncc1F | -23 | 1 | -9 | 4 | -11 | 11 | 0.0 | .
CCC(CC)NC(=O)c1cccc(Br)c1 | -8 | 3 | -1 | 5 | -14 | 3 | 0.0 | 1.9
